p53 reactivator: mutant p53 re-activation in reporter cells; H1299 p53-A138V BP100-luciferase reporter, luminescence, 24 h; Potency, µM (titrated, usually from 92.2 µM), for inactives: top-dose activity change, positive = activation, actives largely listed as activators; 0.063% of 320,000 active; AID 504706; also: % of control where 0% means no effect; nearly all actives have a fitted effect of over 45% in size
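H1299 (p53-null), stable ts p53-A138V + BP100-Luc; 1000 cells/well, Opti-MEM/10% FBS; cpd 4 pt, 1:5; 24 h, 37 deg C, 5% CO2; detection reagent 10 min RT; luminescence.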
NPC1 promoter act: NPC1 promoter activation | 2.4% of 320,000 active | Huh7 NPC1 promoter luciferase reporter, 24 h | Potency, µM (doses to about 9.22 µM), for the others: at the highest dose activation, actives largely listed as activators;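 also: % of control where 0% means no effect; nearly all actives have a fitted effect of over 60% in size; reporter is driven by a mutant NPC1 promoter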
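Stable NPC1-promoter luciferase Huh7 line; cpd (DMSO) 24 h, 37 °C, 5% CO2; Amplite luciferase reagent 10 min RT; luminescence readout. qHTS format.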
uPA surface inh: inhibitors of cell surface uPA generation. cell surface uPA generation assay, qHTS. Potency, µM (series often up to 38.3 µM), without a hit: top-dose activity change, negative = inhibition, actives largely listed as inhibitors. 0.31% of 330,000 active. AID 540303; active = well fitted inhibition curve with a large enough effect; inconclusive = small, poorly fitted or top-dose-only effect; inactive = no such curve, though single readings can be large or run the other way; tested in mouse RAW 264.7 cells; also: % is scaled to controls: 0 for no effect and ±100 for the full control effect; nearly all actives have a fitted effect of over 55% in size
BRCA1 expr act: increases BRCA1 expression; MCF7-BRCA1-FFLuc reporter, luminescence, 48 h; response scale: scaled: vehicle 0%, 10 µM genistein 100%; Potency, µM (titrated, usually from 46.1 µM), for inactives: top-dose activation, hits mostly activators; 1.1% of 380,000 active; AID 624202; also: nearly all actives have a fitted effect of over 80% in size; some results filed as inactive show a strong effect at the top dose
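Using MCF7 cells harboring a BRCA1 firefly luciferase reporter, plated 2 h before compound pinning, the screen measured luminescence after 48 h incubation. Responses were normalized to DMSO and 10 microM genistein, then fitted for concentration-effect.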
FLuc modulator: counter-screen for miR-21 project: firefly luciferase inhibitors or activators; P08659; purified FLuc, Km substrates, luminescence inhibition; Potency, µM (top dose mostly 57.5 µM), for inactives: at the top dose activity change, negative = inhibition, most hits filed as inhibitors; 6.9% of 360,000 active;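 also: plate controls were vehicle for no effect and reference inhibitor for full effect; nearly all actives have a fitted effect of over 55% in size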
Target sequence (P08659 whole entry, looked up): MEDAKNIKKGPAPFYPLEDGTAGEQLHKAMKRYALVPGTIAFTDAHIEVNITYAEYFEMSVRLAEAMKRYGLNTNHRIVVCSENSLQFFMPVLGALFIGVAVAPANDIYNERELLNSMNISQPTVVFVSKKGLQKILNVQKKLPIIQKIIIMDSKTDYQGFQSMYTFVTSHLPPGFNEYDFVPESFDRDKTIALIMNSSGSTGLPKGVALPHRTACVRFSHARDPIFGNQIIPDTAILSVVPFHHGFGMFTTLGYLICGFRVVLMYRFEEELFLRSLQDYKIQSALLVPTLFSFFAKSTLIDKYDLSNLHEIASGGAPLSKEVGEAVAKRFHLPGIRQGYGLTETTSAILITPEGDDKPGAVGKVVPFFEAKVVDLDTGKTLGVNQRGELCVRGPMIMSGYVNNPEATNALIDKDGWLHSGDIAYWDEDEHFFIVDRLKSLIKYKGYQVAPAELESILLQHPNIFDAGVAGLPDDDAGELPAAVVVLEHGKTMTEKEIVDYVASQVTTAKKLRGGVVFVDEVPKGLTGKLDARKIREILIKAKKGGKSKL
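Purified P. pyralis luciferase (10nM final) with 10uM D-luciferin and 10uM ATP (Km levels) in 50mM Tris acetate pH 7.5, 10mM Mg acetate, 0.01% Tween-20, 0.05% BSA; qHTS 6-point titration, ~60 µM downward; luminescence read.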
ELG1 genotox: inducers of genotoxicity in HEK293T ELG1-luciferase cells; HEK293T ELG1-luciferase reporter, luminescence, 16 h; Potency, µM (top dose mostly 46 µM), inactives show at the highest dose activity change, positive = activation, usual class: activators; 1.3% of 330,000 active; also: % of control where 0% means no effect; nearly all actives have a fitted effect of over 60% in size
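HEK293T cells expressing luciferase-tagged ELG1 were treated with compound or DMSO for 16 hr at 37°C. Luciferase activity was then read after 30 min with ONE-Glo at room temperature; rising signal flags genetic stress.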
Rab9 prom act: activates the Rab9 promoter. Huh7 Rab9 promoter-luciferase reporter, luminescence, 24 h. Potency, µM (titrated, usually from 9.22 µM), without a hit: at the top dose activation, negative = inhibition, hits mostly activators. 2.8% of 320,000 active. AID 485297; also: % of control where 0% means no effect; nearly all actives have a fitted effect of over 60% in size
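Luminescence read-out: Huh7 cells stably expressing Rab9-luciferase, treated 24 h with compound at 37 °C, then lysed with luciferase reagent for 10 min at ambient before reading.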
RORgamma inh: ROR gamma (mouse) transcription inhibition | Drosophila S2 Gal4-RORgamma UAS-luciferase reporter, 20 h | 5.4% of 310,000 active | Potency, µM (top dose mostly 53.6 µM), without a hit: top-dose activity change, negative = inhibition, actives largely listed as inhibitors; also: % is scaled to controls: 0 for no effect and ±100 for the full control effect; nearly all actives have a fitted effect of over 60% in size
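Luminescence from a UAS-regulated Photinus luciferase reporter in stably transfected Drosophila Schneider cells is measured; decreased signal marks ROR gamma inhibition. Fusion expression is induced by 700 uM copper sulfate for 20 hr.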
VP16 counter: inhibits Gal4-VP16 luciferase reporter, ROR gamma counter-screen. Potency, µM (doses to about 53.6 µM), for the others: at the top dose activity, negative = inhibition, usual class: inhibitors. AID 2546. Drosophila S2 Gal4-VP16 UAS-luciferase, luminescence, 20 h. 3.5% of 310,000 active;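 also: Gal4-VP16 expression switched on by copper sulfate through the metallothionein promoter; % is scaled to controls: 0 for no effect and ±100 for the full control effect; nearly all actives have a fitted effect of over 50% in size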
MBNL1 CUG block: MBNL1-poly(CUG) RNA binding inhibition. TR-FRET MBNL1-His/biotin-(CUG)12 binding, 665/545 ratio. Potency, µM (doses to about 57.5 µM), inactives show at the highest dose activity change, negative = inhibition, usual class: inhibitors. 0.036% of 280,000 active. AID 2675; active = well fitted inhibition curve with a large enough effect in the signal ratio, with a control signal flat, not every such curve was filed as active; inconclusive = small, poorly fitted or top-dose-only effect, or effect the other way, or a change in a side signal; inactive = no such curve, though single readings can be large or run the other way; the % refers to the signal ratio; also: % is scaled to controls: 0 for no effect and ±100 for the full control effect
Target sequence (Q9NR56 whole entry, looked up): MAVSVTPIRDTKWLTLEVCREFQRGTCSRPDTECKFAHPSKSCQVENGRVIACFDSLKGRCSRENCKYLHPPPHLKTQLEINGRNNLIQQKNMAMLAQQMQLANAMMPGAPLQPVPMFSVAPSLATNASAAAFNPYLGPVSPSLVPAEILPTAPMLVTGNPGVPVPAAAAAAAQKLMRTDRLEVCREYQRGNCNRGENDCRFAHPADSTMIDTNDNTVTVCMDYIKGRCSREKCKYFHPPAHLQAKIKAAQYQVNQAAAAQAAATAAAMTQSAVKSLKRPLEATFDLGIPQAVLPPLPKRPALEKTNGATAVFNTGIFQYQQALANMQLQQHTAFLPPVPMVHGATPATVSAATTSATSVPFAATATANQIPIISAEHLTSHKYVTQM
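MBNL1-His + Biotin-(CUG)12, cpd titration 92 nM–58 uM; Tb anti-His Ab 0.055 ng/ul, SA-XL665 5 nM (final); 60 min RT; ratiometric 665/545 nm, Ex 340 nm; normalized to buffer and full-complex controls.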
Numbers without * were called inactive; ? = inconclusive; / = no result given; & = joins results of further samples; [ ] = another dose, or the depositor's remark. Unless noted, calls follow the shape of the dose curve; as a rule, active = well fitted curve in the direction sought with a large enough effect; inconclusive = small, poorly fitted or top-dose-only effect, or another doubt; inactive = no such curve, though single readings can be large; an effect the other way counts as inactive or inconclusive. Potency is read from the fitted curve at half-maximal effect. Not a hit list. About 13% of those tested had a hit in this group.

SMILES | p53 reactivator | NPC1 promoter act | uPA surface inh | BRCA1 expr act | FLuc modulator | ELG1 genotox | Rab9 prom act | RORgamma inh | VP16 counter | MBNL1 CUG block
NC(=O)[C@H]1CC2(CC(c3cccc(NC(=O)CC(c4ccccc4)c4ccccc4)c3)=NO2)CN1C(=O)CC(c1ccccc1)c1ccccc1 (stereo partly drawn) | 0% | -10% | -3% | -38% | -2% | -4% | -10% | 26% | 2% | -4%
COc1ccc(-n2nnnc2SCC(=O)Nc2cccc(NC(C)=O)c2)cc1OC | -4% | -1% | -15% | -20% | -1% | 4% | 1% | -23% | -6% | 2%
COC(=O)c1cn(CC(=O)NC2CCCCC2)c2ccccc12 | -1% | 2% | 3% | 2% | 2% | -3% | 1% | -5% | 0% | 2%
COC(=O)c1cccc(NC(=O)CSc2nnc(C)n2C)c1 | 5% | -3% | -9% | -13% | -2% | 0% | -1% | -1% | 1% | 0%
COc1ccc(-c2nnc(NC(=O)C3CC3)o2)cc1 | 18% | 14% | -7% | 64% | ? | ? | 17% | 5µM* | 10µM* | 3%
CC(O)CNc1nc2c(c(=O)n(C)c(=O)n2C)n1CCc1ccccc1 (stereo not drawn) | -12% | -4% | -2% | -35% | -1% | -12% | -21% | 30% | -27% | -5%
Cc1nc(-c2ccccc2)sc1C1(C)CC(c2ccc(OC(F)(F)F)cc2)=NO1 (stereo not drawn) | 1% | 0% | 12% | -4% | ? | 6% | -5% | 24% | 2% | -7%
COc1ccc(S(=O)(=O)N(C)CC(=O)Nc2ccccc2OC)cc1C | 5% | -2% | 1% | -10% | -1% | 3% | -7% | -28% | 15% | -1%
Cn1c(CN2CCOCC2)nnc1SCC(=O)Nc1ccc([N+](=O)[O-])cc1O | -8% | -3% | 10% | 5% | 1% | -10% | 0% | 32% | ? | 2%
CC(=O)Nc1ccccc1C(F)(F)F | -4% | -4% | 2% | 0% | -1% | -1% | -1% | 0% | 2% | /
Cc1nn(CCO)c2ncc(C(=O)c3cc(F)ccc3O)cc12 | -1% | -5% | -6% | -8% | -2% | 3% | -4% | 4% | 6% | -1%
Nc1nonc1-n1nnc(C(=O)N/N=C/c2ccccn2)c1CNc1ccccc1 | -3% | -2% | -21% | -18% | -1% | 3% | -1% | -33% | -6% | 15%
COc1ccc(N2CC(C(=O)NC3=NCCS3)CC2=O)cc1 (stereo not drawn) | -4% | -3% | -2% | -7% | -1% | 3% | -6% | 7% | 6% | -7%
Cc1ccc(Cl)cc1N1CCN(C(c2ccc(C#N)cc2)c2nnnn2C2CCCC2)CC1 (stereo not drawn) | -2% | -4% | 3% | 0% | 0% | -2% | 5% | -2%[10 µM] | -5% | 21%
Cc1ccc(NC(=O)Cn2cc([N+](=O)[O-])nc2C)cc1C | -3% | -1% | -22% | 0% | 2% | -3% | 0% | 6% | -4% | 2%
CCC1Sc2ccc(S(=O)(=O)Nc3ccc(OC)cc3)cc2NC1=O (stereo not drawn) | -5% | 3% | 5% | -18% | 0% | -2% | -5% | 6% | -21% | -5%
Cc1ccc(NC(=O)c2ccc(NS(=O)(=O)c3cccc4cccnc34)cc2)cc1 | -5% | -4% | -7% | -1% | 17µM* | -2% | -3%[1.84 µM] | 17% | 4% | -2%
Cc1ccc(-c2nn(-c3ccccc3)cc2C(N)=O)o1 | -1% | 1% | 1% | -27% | ? | 0% | -5% | 11% | -14% | 4%
CCCCn1c(C)cc2c(c1=O)[C@H]1O[C@](CCCC)(Cc3c1ccc1ccccc31)O2 | / | -4%[1.84 µM] | / | / | 1%[11.5 µM] | / | -8%[1.84 µM] | -16%[10 µM] | 5%[10 µM] | 4%[11.5 µM]
COCCN(C(=O)COc1ccccc1)c1nnc(-c2cccnc2)s1 | -4% | -5% | 1% | 0% | 2% | 0% | 1% | 2% | 4% | -5%
O=C(Nc1ccccn1)c1sc2cccc(F)c2c1Cl | ? | ? | -10% | -43% | 0.38µM* | ? | ? | -32% | -27% | -2%
Cc1cc(Nc2ccc(C)c(F)c2)n2ncnc2n1 | -4% | -2% | -5% | -58% | 1% | 6% | -8% | -34% | -4% | -4%
COc1ccc(C(C)(C)C)cc1NC(=O)COC(=O)c1ccc([N+](=O)[O-])o1 | 3% | -4% | -8% | 3% | -15% | 0% | -3% | -31% | 9% | ?
CO/C=C\C=C/c1nnn(-c2ccc(Cl)cc2)n1 | -8% | 0% | 3% | 75% | ? | 18% | -2% | 5% | ? | -4%[11.5 µM]
CC(C)Sc1nc2c(c(=O)[nH]1)C(c1cccs1)C1=C(CC(C)(C)CC1=O)N2 (stereo not drawn) | -5% | 2% | 4% | -8% | -1% | -28% | -3% | 48% | -15% | ?
Cc1nc(CCNC(=O)c2ccccc2)cs1 | 20% | 1% | 11% | 0% | ? | ? | -1% | 15% | 20% | 2%
Cc1ccc(CN2CCN(c3ccccn3)CC2)s1 | 1% | -1% | 5% | -1% | -4% | -1% | -1% | -17% | 5% | 5%
Cc1noc(C)c1S(=O)(=O)Nc1ccc(C(=O)NC2CCCCC2)cc1 | -1% | 0% | -1% | -12% | -1% | 1% | 2% | 30% | -7% | 0%
C[C@H](CO)N1C[C@H](C)[C@@H](CN(C)CC2CC2)Oc2c(NC(=O)Cc3ccccc3)cccc2C1=O | 3% | / | ? | -7% | / | -1% | / | / | / | /
CC(C)(C)c1ccc(OCC(=O)NNC(=S)NC(=O)c2ccccc2[N+](=O)[O-])c(Br)c1 | 0% | 1% | 2% | -62% | 27µM* | 4% | -2% | 11µM* | 16µM* | -1%
COC(=O)c1sccc1NC(=O)c1ccc(OC)cc1OC | -3% | -3% | -3% | -16% | ? | -3% | -3% | 1% | 0% | /
Cc1c(C=O)c2ccccc2n1CC(=O)N1CCc2ccccc2C1 | -9% | -4% | -8% | -15% | 6% | 0% | -8% | -11% | 5% | -25%
Cc1ccc2c(c1)nnn2C1CCN(S(=O)(=O)c2ccc(C(=O)N(C)C)cc2)CC1 | -14% | 1% | 4% | -31% | 2% | -5% | -1% | 169% | ? | ?
O=C(NCC1CCCO1)c1cc2ccccc2oc1=O (stereo not drawn) | 13% | 13% | 2% | ? | ? | ? | ? | -3% | 0% | ?
CCc1cc2cc(C)cc(C)c2nc1Cl | 1% | -4% | / | 0% | ? | 0% | -4% | -19% | 1% | -2%
CCC(=O)NC(=S)Nc1cccc(NC(=O)c2ccccc2C)c1 | -2% | -3% | -7% | -6% | ? | -1% | -5% | ? | -2% | 1%
CN(CC(=O)Nc1ccc(Cl)cc1)C(=O)CCc1nc2sc3c(c2c(=O)[nH]1)CCCC3 | 15% | -1% | 2% | -32% | 1% | ? | 0% | / | / | /
O=C(C1CCN(S(=O)(=O)c2cccc3cccnc23)CC1)N1CCCCC1 | -7% | -2% | 4% | -25% | 2% | -4% | 9% | 3% | -11% | 6%
CCOCCCNC(=O)Cc1ccc(OC)c(OC)c1 | 7% | 0% | -3% | -13% | 9% | 0% | -7% | -29% | 2% | 1%
Cc1cc(C)c(NC(=O)CSc2nnc(-c3ccccn3)n2N)c(Cl)c1 | -2% | -4% | 1% | 11% | 5% | -3% | -3% | 0% | 6% | -3%
COc1ccc(NC(=O)C2CCN(c3cc(-c4ccccc4)nc4ncnn34)CC2)cc1OC | 26% | -4% | / | -40% | -13% | -11% | 6% | 30% | -13% | -4%
Cc1ccc(CNC(=O)c2cc(-c3ccccc3)n(Cc3cc(C)no3)n2)cc1 | -7% | 0% | 22% | 0% | 3% | -1% | -2% | / | / | /
CCN(CC)S(=O)(=O)c1ccc(/C=C/C(=O)Nc2cccc(F)c2)cc1 | 10% | -1% | -1% | 12% | ? | -17% | -3% | 20%[10 µM] | -1% | /
COc1cc(NC(=O)c2nccnc2N)cc(C(=O)Nc2cccc(C(F)(F)F)c2)c1 | 0% | -3% | -14% | -34%&0% | 11µM* | 6% | -6% | -10% | 1% | 8%
CSCCC(NC(=O)COc1ccccc1)C(=O)OCC(=O)c1cc2ccccc2o1 (stereo not drawn) | 4% | 1% | -2% | -9% | ? | 4% | 2% | 44% | 1% | 9%
O=c1cc(-c2ccccc2F)nc(-c2ccccc2F)o1 | 7% | -1% | 13% | 2% | ? | 2% | 0% | -5%[10 µM] | 5% | /
N#CC1(NC(=O)Cn2cc(C(F)(F)F)cc(Cl)c2=O)CCCCC1 | 1% | -5% | 17% | -10% | 0% | 2% | 3% | -29% | 2% | -5%
O=C(CNCC1CCCO1)Nc1ccccc1N1CCOCC1 (stereo not drawn) | 7% | 12% | / | 6% | 3% | 2% | 1% | 20% | -1% | -1%

RORgamma inh, entries above that show a hit.
canonical_smiles,p53 reactivator,NPC1 promoter act,uPA surface inh,Rab9 prom act,RORgamma inh
COc1ccc(-c2nnc(NC(=O)C3CC3)o2)cc1,18%,14%,-7%,17%,5µM*
CC(C)(C)c1ccc(OCC(=O)NNC(=S)NC(=O)c2ccccc2[N+](=O)[O-])c(Br)c1,0%,1%,2%,-2%,11µM*

Screening data (PubChem BioAssay)
